Source: PubChem BioAssay
GAA glycogen mod = qHTS Assay for Inhibitors and Activators of Human alpha-Glucosidase Cleavage of Glycogen; Potency, µM (titrated, usually from 76.4 µM), for the others: at the highest dose activity change, negative = inhibition, actives largely listed as inhibitors; recombinant GAA, glycogen substrate, Amplex Red glucose oxidase fluorescence; actives 0.38% (n = 300,000); Lysosomal alpha-glucosidase (Homo sapiens), P10253; active = well fitted inhibition curve with a large enough effect;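 note: 0% = full enzyme reaction and -100% = no-enzyme basal signal; the screen sought inhibitors and activators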
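Recombinant human enzyme (4 nM); glycogen substrate; 37 C, 40 min, pH 5.0. Readout: coupled glucose oxidase/Amplex Red fluorescence.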
* marks the source's active call; other numbers are inactive results; & = joins results of further samples; [ ] = dose if it differs, or a comment. Potency is the fitted concentration of half-maximal effect.

GAA glycogen mod	molecule
-4%[76.3 µM]	c1nc2ccc(Cc3ccc4nc[nH]c4c3)cc2[nH]1
11%[76.3 µM]	CCOc1ccc(CCNC(=O)c2ccc(CS(=O)(=O)c3ccccc3C)o2)cc1OCC
-1%	O=C(O)/C=C/c1cn(-c2ccccc2)nc1-c1ccccc1
6%[76.3 µM]	Nc1c(C(=O)Nc2ccc(Cl)c(C(F)(F)F)c2)sc2nc(-c3ccncc3)ccc12
0%[76.3 µM]	O=C(NCCC(=O)N1CCCC(C(F)(F)F)C1)c1ccccc1Cl (stereo not drawn)
-6%[76.3 µM]	O=C(c1ccccc1)c1ccc(Oc2ccc(C(=O)O)c(C(=O)O)c2)cc1
11%&-7%[76.3 µM]	COc1ccc(NC(=O)CSc2nc3ccccc3nc2N2CCOCC2)c(OC)c1
5%[76.3 µM]	COc1ccc(OC)c(C2/C(=C(\O)c3ccc4c(c3)OCCO4)C(=O)C(=O)N2CC2CCCO2)c1 (stereo not drawn)
0%	S=c1nc2ccccc2c2nc(-c3ccccc3Cl)[nH]n12
-1%	CC(O)(CS(=O)(=O)Cc1ccccc1)c1ccccc1Cl (stereo not drawn)
0%[76.3 µM]	COc1ccc(NC(=O)CSc2oc(-c3ccc(F)cc3)nc2S(=O)(=O)c2ccc(C)cc2)c(OC)c1
18%[76.3 µM]	Cc1ccc(CNC(=O)CCCCn2c(=O)c3ccccc3n(Cc3ccc(Cl)cc3)c2=O)cc1
-5%[76.3 µM]	COc1ccc(S(=O)(=O)Cc2ccc(C(=O)NC3CCCCCC3)o2)cc1
0%[76.3 µM]	Cc1ccc(S(=O)(=O)N2CCCC(c3nc4c(nnn4Cc4ccc(OC(F)(F)F)cc4)c(=O)[nH]3)C2)cc1 (stereo not drawn)
-12%	CS(=O)(=O)c1ccc(-n2nnc3ccccc32)c([N+](=O)[O-])c1
-15%[76.3 µM]	COC(=O)NCC(c1ccc2c(c1)OCO2)N1CCN(c2ccc(OC)cc2)CC1 (stereo not drawn)
0%[76.3 µM]	c1ccc2c(OCCCCN3CCOCC3)cccc2c1
-11%[76.3 µM]	CCCOc1ccc(C(C)=O)cc1Cc1c(O)nc(SC)[nH]c1=O
-4%[76.3 µM]	CCC(C(=O)N1CCN(C(=O)c2ccco2)CC1)n1sc2ccccc2c1=O (stereo not drawn)
1%	CC(C)(C)OC(=O)N[C@@H](Cc1ccccc1)C(=O)N1CCC(C(=O)NCC(=O)O)CC1
2%[76.3 µM]	COc1ccc(OCC(O)Cn2c(NCCO)nc3c2c(=O)n(C)c(=O)n3C)cc1 (stereo not drawn)
1%[76.3 µM]	COc1cc(OC)cc(C(=O)Nc2ccc3nc(N4CCC(C)CC4)cc(C)c3c2)c1
12%[76.3 µM]	CN1C(=O)C(=O)/C(=C(/O)c2ccccc2)C1c1ccc([N+](=O)[O-])cc1 (stereo not drawn)
2%[76.3 µM]	CCc1ccc2oc(-c3cc(NC(=O)c4cccs4)ccc3Cl)nc2c1
12%[76.3 µM]	Cc1ccccc1C1CC(=O)Nc2ccc3ccccc3c21 (stereo not drawn)
18%[76.3 µM]	Cc1cc(C)c(NC(=O)C(C)n2nc(C)c3sc4ccccc4c3c2=O)c(C)c1 (stereo not drawn)
0%	Cc1ccc2nc(N3CCN(C)CC3)c(C=O)c(=O)n2c1
-10%[76.3 µM]	CCCCOc1ccc(Cn2c(=O)oc3ccc(C)cc32)cc1OC
-2%[76.3 µM]	O=C(c1cc(COc2ccc(F)cc2Cl)on1)N1CCN(C2CCCC2)CC1
4%	COC(CNc1nc(SC)nc2sc3c(c12)CCN(C)C3)OC
2%[76.3 µM]	Cc1ccc(S(=O)(=O)c2cc3cc(C(=O)Nc4ccc(C)cc4C)ccc3oc2=O)cc1
1%	Cc1cc(NC(=O)CCC(=O)N(c2ccc(F)cc2)C(C(=O)NC2CCCC2)c2cccnc2)no1 (stereo not drawn)
0%	O=c1[nH]nc(-c2ccc(F)cc2)cc1-c1ccccc1
-11%[76.3 µM]	O=C1C2CCCCN2C(=O)N1CCCCN1CCN(c2ccc(F)cc2)CC1 (stereo not drawn)
-30%[76.3 µM]	COCCCNC(=S)NNC(=O)c1cc(C2CC2)nc2ccccc12
-11%	CC(C)c1ccc(NC2=CC(=O)CC(C)(C)C2)cc1
3%[76.3 µM]	COc1ccc(C(=O)NNC(=O)C2CC=CCC2)cc1 (stereo not drawn)
-26%	CC(=O)Oc1ccc(/C=C2/C(=O)N(c3ccccc3)N=C2C)cc1
3%	CC(=O)Nc1nnc(SCC(=O)N2CCc3ccccc32)s1
7%[76.3 µM]	COc1ccc(C)cc1S(=O)(=O)NC1CC1
6%[76.3 µM]	CSc1ccc(C(=O)N2CCC(CCC(=O)NC3CC3)CC2)cc1
4%	Cc1ccccc1NC(=O)N1CCC(NC(=O)C2CCCCC2)CC1
0%[76.3 µM]	CC(NC(=O)c1cc([N+](=O)[O-])cc([N+](=O)[O-])c1)C1CC2CCC1C2 (stereo not drawn)
-1%[76.3 µM]	CCN1CCc2c(sc(NC(=O)Cc3ccccc3)c2C(=O)OC)C1
-4%[76.3 µM]	O=C(Nc1nc2ccccc2s1)c1c(F)cccc1Cl
4%[76.3 µM]	O=C(CCS(=O)(=O)c1cccc2nonc12)Nc1c(F)cccc1F
10%	O=C(Nc1ccccc1C(=O)NCCc1ccccc1)c1cnccn1
1%[76.3 µM]	Cc1ccccc1OCC(=O)NC(=S)Nc1ccccc1N1CCN(S(C)(=O)=O)CC1
10%[76.3 µM]	COc1cc2nc(NCc3ccccc3Cl)n3nc(-c4cccnc4)nc3c2cc1OC
-4%[76.3 µM]	CCN(C(=S)NC(=O)C1CC1)c1ccccc1
4%[76.3 µM]	COC(=O)c1cc(S(=O)(=O)N2c3ccccc3CC2C)c[nH]1 (stereo not drawn)
-4%[76.3 µM]	COc1ccc2oc(C(=O)N(C)Cc3ccc(OC(F)F)cc3)c(C)c2c1
2%[76.3 µM]	Cc1ccc(S(=O)(=O)N2CCN(c3ccccc3)CC2)cc1
-13%[76.3 µM]	O=C(Nc1cccc(Cl)c1)NC1CCN(C2CCCCC2)C1 (stereo not drawn)
-25%	Cc1ccc(N=C2C(=O)Nc3ccc(Br)cc32)cc1
-7%[76.3 µM]	CC1=C(C(=O)OCCC(C)C)C(c2ccc3c(c2)OCO3)NC(=O)N1 (stereo not drawn)
16%[76.3 µM]	Cc1ccccc1-c1noc(CCC(=O)Nc2cccc(C)c2C)n1
-6%[76.3 µM]	CN(C)Cc1c(O)ccc2cc(-c3nc4ccccc4n3C)c(=O)oc12
14%	O=C(CN(C(=O)CCC(=O)Nc1nccs1)c1ccccc1F)NCc1ccc(F)cc1
-22%[76.3 µM]	CCN(C(=O)Cn1c(SCc2ccccc2F)nc2cccnc21)c1ccccc1

In the list so far, these contain a COOH group:
GAA glycogen mod	molecule
-1%	O=C(O)/C=C/c1cn(-c2ccccc2)nc1-c1ccccc1
-6%[76.3 µM]	O=C(c1ccccc1)c1ccc(Oc2ccc(C(=O)O)c(C(=O)O)c2)cc1
1%	CC(C)(C)OC(=O)N[C@@H](Cc1ccccc1)C(=O)N1CCC(C(=O)NCC(=O)O)CC1

Filtered by structure: the entries above with fluorine.
GAA glycogen mod	molecule
6%[76.3 µM]	Nc1c(C(=O)Nc2ccc(Cl)c(C(F)(F)F)c2)sc2nc(-c3ccncc3)ccc12
0%[76.3 µM]	O=C(NCCC(=O)N1CCCC(C(F)(F)F)C1)c1ccccc1Cl (stereo not drawn)
0%[76.3 µM]	COc1ccc(NC(=O)CSc2oc(-c3ccc(F)cc3)nc2S(=O)(=O)c2ccc(C)cc2)c(OC)c1
0%[76.3 µM]	Cc1ccc(S(=O)(=O)N2CCCC(c3nc4c(nnn4Cc4ccc(OC(F)(F)F)cc4)c(=O)[nH]3)C2)cc1 (stereo not drawn)
-2%[76.3 µM]	O=C(c1cc(COc2ccc(F)cc2Cl)on1)N1CCN(C2CCCC2)CC1
1%	Cc1cc(NC(=O)CCC(=O)N(c2ccc(F)cc2)C(C(=O)NC2CCCC2)c2cccnc2)no1 (stereo not drawn)
0%	O=c1[nH]nc(-c2ccc(F)cc2)cc1-c1ccccc1
-11%[76.3 µM]	O=C1C2CCCCN2C(=O)N1CCCCN1CCN(c2ccc(F)cc2)CC1 (stereo not drawn)
-4%[76.3 µM]	O=C(Nc1nc2ccccc2s1)c1c(F)cccc1Cl
4%[76.3 µM]	O=C(CCS(=O)(=O)c1cccc2nonc12)Nc1c(F)cccc1F
-4%[76.3 µM]	COc1ccc2oc(C(=O)N(C)Cc3ccc(OC(F)F)cc3)c(C)c2c1
14%	O=C(CN(C(=O)CCC(=O)Nc1nccs1)c1ccccc1F)NCc1ccc(F)cc1
-22%[76.3 µM]	CCN(C(=O)Cn1c(SCc2ccccc2F)nc2cccnc21)c1ccccc1

Continued.
GAA glycogen mod	molecule
-16%[76.3 µM]	CC(=O)c1ccc(NC(=O)c2nn(C)c3c2CS(=O)(=O)c2ccccc2-3)cc1
1%[76.3 µM]	Cc1cccc(CCNC(=O)C2CCC(=O)N(Cc3ccc(Cl)cc3)C2)n1 (stereo not drawn)
-9%[76.3 µM]	O=C(NCc1ccccc1Cl)c1cc2ccccc2o1
1%[76.3 µM]	Cc1c(OCC(=O)NCCCN2CCOCC2)ccc2c1oc(=O)c1ccccc12
-4%[76.3 µM]	COCC1CCN(C(=O)c2ccc3oc(Cc4ccccc4)nc3c2)C1 (stereo not drawn)
-4%[76.3 µM]	COc1cccc(C2Nc3ccccc3-c3nnc(SCc4ccccc4)nc3O2)c1OC (stereo not drawn)
-10%&11%[76.3 µM]	CC(C)C(=O)Nc1nnc(S(=O)(=O)N2CCCCCC2)s1
0%[76.3 µM]	COc1ccc(C(CNC(=O)c2oc3ccccc3c2C)N2CCCCC2)cc1 (stereo not drawn)
7%	Cc1cccc(C)c1OCC(O)CNC(C)c1ccccc1 (stereo not drawn)
-2%[76.3 µM]	O=C(CSc1nnc2nnc3ccccc3n12)N1CCOCC1
12%[76.3 µM]	COc1cccc(CNC(=O)CCc2c(C)c3cc4c(C)c(C)oc4cc3oc2=O)c1
14%[76.3 µM]	COc1ccccc1C(=O)N1CCN(Cc2cc(=O)oc3cc(C)ccc23)CC1
7%[76.3 µM]	CC(=O)Nc1ccc(C)cc1-c1nc2ccccc2n(CC(=O)Nc2cc(Cl)ccc2C)c1=O
9%[76.3 µM]	Cc1nc2ccc([N+](=O)[O-])cc2c(=O)n1Cc1ccc(Cl)cc1
-1%[76.3 µM]	O=C(Cn1ncc2c3ccccc3n(Cc3ccccc3)c2c1=O)NCCc1ccc(Cl)cc1
9%[76.3 µM]	CC(=O)N1c2ccc(S(=O)(=O)N3CCCC(C(=O)Nc4cc(C)cc(C)c4)C3)cc2CC1C (stereo not drawn)
-2%	COc1ccc(OC)c(N(CC(=O)N2CCCC2)S(=O)(=O)c2ccc(C)cc2)c1
1%	Cc1c(Cl)cccc1NC(=O)CCC(=O)c1cccs1
1%[76.3 µM]	CC(=O)c1cccc(NC(=O)c2cccc(NC(=O)c3ccco3)c2)c1
10%[76.3 µM]	Cc1ccc(NC(=O)Cn2c(=O)n(-c3ccc(C)cc3)c(=O)c3c2cnn3C)cc1
-8%[76.3 µM]	CCCc1nnc(NC(=O)CCC(=O)N2CCN(Cc3ccc(F)cc3)CC2)s1
-13%[76.3 µM]	O=C(NN1CCOCC1)c1ccccc1
5%[76.3 µM]	CCc1ccc(C(=O)c2cn(CC(=O)Nc3ccc(F)cc3)c3ccc(OC)cc3c2=O)cc1
0%[76.3 µM]	CC(C)(C)C(=O)NC1CCN(CC(=O)Nc2ccc3c(c2)OCO3)CC1
5%[76.3 µM]	CCOc1ccc(CCNC(=O)c2cc3c(-c4cccc(OC)c4)nn(C)c3s2)cc1OCC
10%[76.3 µM]	CCC1(C)Cc2c(sc3nc(SC)n(-c4ccc(C)cc4)c(=O)c23)CO1 (stereo not drawn)
2%	CCOC(=O)c1c(NC(=O)c2cccc([N+](=O)[O-])c2C(=O)O)sc2c1CCCC2
-18%[76.3 µM]	Cc1ccc(C)c(N2CCN(S(=O)(=O)c3ccc(C4CCCCC4)cc3)CC2)c1
-21%[76.3 µM]	COc1ccc(C)cc1NCc1ccc([N+](=O)[O-])cc1
4%[76.3 µM]	COc1ccc(C)cc1NC(=O)NC(C)c1ccc2c(c1)OCO2 (stereo not drawn)
0%[76.3 µM]	Cc1ccc(-c2cc(C(=O)Nc3cccc(S(=O)(=O)N(C)C)c3)c3ccccc3n2)o1
-3%[76.3 µM]	O=C(NCCN1CCOCC1)c1c(Cl)cccc1Cl
5%[76.3 µM]	COc1ccc(N(CC(=O)N2CCOCC2)S(=O)(=O)c2ccccc2)cc1Cl
7%	CCOc1ccccc1NC(=O)C1CCCN(c2c(CC)c(C)nc3ncnn23)C1 (stereo not drawn)
-1%[76.3 µM]	O=C(Nc1ccc(S(=O)(=O)Nc2ncccn2)cc1)c1cccc(Br)c1
2%[76.3 µM]	CCn1nc(C)c(CNC(=O)C2CCC(=O)N(Cc3cccc(F)c3)C2)c1C (stereo not drawn)
-9%[76.3 µM]	COc1cc(Cl)c(NC(=O)CCS(=O)(=O)c2ccc3c(c2)NC(=O)CO3)c(OC)c1
7%[76.3 µM]	COc1ccccc1N1CCN(C(=O)Cn2c(=O)oc3cc(S(=O)(=O)N4CCCC4)ccc32)CC1
17%[76.3 µM]	COC(=O)[C@@H](Cc1ccccc1)NC(=O)[C@H]1CCC(=O)N1C(=O)OCc1ccccc1
2%	CCOC(CNC(=O)c1cccn2c(=O)c3c(C)c(C)sc3nc12)OCC
0%[76.3 µM]	COc1cc(NC(=O)CCc2nnc3ccc(N4CCOCC4)nn23)cc(OC)c1OC
-6%	COc1ccc(-c2csc(-n3cccn3)n2)cc1

Of the compounds above, three have a CF3 group:
GAA glycogen mod	molecule
6%[76.3 µM]	Nc1c(C(=O)Nc2ccc(Cl)c(C(F)(F)F)c2)sc2nc(-c3ccncc3)ccc12
0%[76.3 µM]	O=C(NCCC(=O)N1CCCC(C(F)(F)F)C1)c1ccccc1Cl (stereo not drawn)
0%[76.3 µM]	Cc1ccc(S(=O)(=O)N2CCCC(c3nc4c(nnn4Cc4ccc(OC(F)(F)F)cc4)c(=O)[nH]3)C2)cc1 (stereo not drawn)

This is a subset, so the mix of outcomes need not match the whole.
